From PubChem
NPR2 activator = GC-B (human) receptor activation | P20594 | HEK293-GC-B cells, CNP EC30, cGMP TR-FRET; 0% at EC30 CNP, 100% saturating CNP | activation, % at 10 µM | hit rate 0.11% among 370,000 | AID 1920062;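 active = activation at 10 µM reaching about 35% in either raw or pattern-adjusted values, limit read from the data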
HGIII-sPLA2 inh = Inhibits HGIII-sPLA2 liposome hydrolysis, primary screen; Q9NZ20; QFRET BODIPY PC-A2 liposome hydrolysis, fluorescence; inhibition, % at 12.2 µM; hit rate 0.56% among 370,000;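 active = inhibition above mean plus 3 SD of compounds lying within the high and low control bounds, cut at about 19% in these data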;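 note: 0% = median of test compound wells and 100% = no enzyme DMSO wells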
DAX1 inh-1 = blocks DAX1 repression of SF-1 activated StAR promoter; HEK293T StAR-luciferase reporter, SF-1/DAX-1 repression relief; inhibition, % at 6.8 µM; hit rate 1.1% among 370,000; AID 652010;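 active = inhibition above the mean over all tested compounds plus 3 SD, cut at about 3.6% in these data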;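 note: 0% = DAX-1 cells with DMSO and 100% = cells lacking DAX-1 with DMSO; higher inhibition means more luminescence from relief of DAX-1 repression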
proKLK7 act = activates the human kallikrein-7 zymogen; P49862; purified proKLK7, EDANS-DABCYL substrate fluorescence; 100% is mature enzyme control, 0% vehicle; activation, % at 7 µM; hit rate 0.9% among 370,000;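 active = activation above the mean of all tested compounds plus 3 SD, computed per campaign excluding outliers beyond control limits, cut at about 13% in these data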
SMARCA2 activ = activators of SMARCA2 function; activation, % at 9.1 µM; MG213 cells, MMTV-luciferase reporter, dexamethasone, overnight; hit rate 1% among 370,000; in the data active = activation above about 7.8%;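 note: 0% = vehicle wells and 100% = reference activator wells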
ssDAF12 agonist = activates DAF-12 receptor from parasite S. stercoralis. HEK293 ssDAF-12/GRIP1 lit1-tk-luc reporter, luminescence; % of 3 µM dafachronic acid response. activation, % at 6.8 µM. hit rate 1% among 370,000;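 active = activation above the mean over all tested compounds plus 3 SD, cut at about 0.9% in these data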;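 note: 0% = DMSO-only wells and 100% = 3 µM delta7-dafachronic acid wells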
GAA850 FXN act = frataxin GAA850 promoter activation | HEK293 lucGAA850 FXN promoter luciferase reporter, 24 h; percent of 10 µM SAHA response | activation, % at 6 µM | hit rate 0.56% among 360,000 | AID 540364;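 active = activation above the average of all compounds screened plus 3 SD, cutoff fixed separately per campaign, cut at about 7.5% in these data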;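 note: 0% = DMSO wells and 100% = 10 µM SAHA wells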
NPR1 activator = GC-A (human) enzyme activation | AID 1671463 | HEK293 GC-A cells, cGMP TR-FRET, EC30 ANP; 0% at EC30 ANP, 100% saturating ANP | activation, % at 10 µM | hit rate 0.14% among 370,000 | P16066; in the data active = activation above about 40%
Target sequence (P16066 whole entry, looked up): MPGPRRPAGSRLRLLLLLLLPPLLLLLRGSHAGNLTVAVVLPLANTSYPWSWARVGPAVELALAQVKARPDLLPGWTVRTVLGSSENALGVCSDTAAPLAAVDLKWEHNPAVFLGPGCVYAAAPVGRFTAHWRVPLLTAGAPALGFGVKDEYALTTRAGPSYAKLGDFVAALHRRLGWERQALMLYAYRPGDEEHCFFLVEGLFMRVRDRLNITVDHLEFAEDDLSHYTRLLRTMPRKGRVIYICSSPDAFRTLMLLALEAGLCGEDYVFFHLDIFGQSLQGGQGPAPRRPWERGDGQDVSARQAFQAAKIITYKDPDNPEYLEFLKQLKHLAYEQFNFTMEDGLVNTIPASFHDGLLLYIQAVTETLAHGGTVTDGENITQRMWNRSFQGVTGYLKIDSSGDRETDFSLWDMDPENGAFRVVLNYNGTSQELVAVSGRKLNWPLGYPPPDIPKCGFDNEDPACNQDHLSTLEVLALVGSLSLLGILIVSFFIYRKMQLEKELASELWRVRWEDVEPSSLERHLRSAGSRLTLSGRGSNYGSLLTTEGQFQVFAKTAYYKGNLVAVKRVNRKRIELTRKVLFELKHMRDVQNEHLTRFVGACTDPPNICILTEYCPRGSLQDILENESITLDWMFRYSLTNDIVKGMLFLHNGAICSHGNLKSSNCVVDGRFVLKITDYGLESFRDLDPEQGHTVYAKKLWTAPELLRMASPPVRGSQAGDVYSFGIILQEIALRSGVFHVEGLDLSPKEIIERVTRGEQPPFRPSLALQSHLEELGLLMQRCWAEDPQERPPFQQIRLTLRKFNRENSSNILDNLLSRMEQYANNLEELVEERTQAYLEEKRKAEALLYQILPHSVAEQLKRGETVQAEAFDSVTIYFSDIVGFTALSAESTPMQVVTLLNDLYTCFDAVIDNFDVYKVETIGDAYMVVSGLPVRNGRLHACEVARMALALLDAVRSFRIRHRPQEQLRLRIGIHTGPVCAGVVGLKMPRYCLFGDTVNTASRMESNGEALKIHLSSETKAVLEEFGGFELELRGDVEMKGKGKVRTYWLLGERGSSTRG
DAX1 inh-2 = inhibitors of human orphan nuclear receptor DAX1 (NR0B1) | P51843 | hit rate 0.99% among 340,000 | inhibition, % at 6.75 µM | AID 504766 | HEK293 Gal4-DAX1 luciferase reporter, luminescence;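 active = inhibition above the mean over all tested compounds plus 3 SD, cut at about 4.2% in these data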;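 note: 0% = DAX1-transfected cells with DMSO and 100% = empty-vector control cells with DMSO; inhibition shows as a rise in luminescence from relieved DAX1 repression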
hgDAF12 agonist = agonists of H. glycines DAF-12 nuclear receptor; HEK293 GAL4-hgDAF12 UAS-luciferase reporter, agonist luminescence; normalized to butyrate control; activation, % at 6.8 µM; hit rate 1.8% among 370,000; AID 687014;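 active = activation above a cutoff set at the mean of all screened compounds plus 3 SD, cut at about 10% in these data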;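 note: 0% = DMSO wells and 100% = sodium butyrate wells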
hcDAF12 agonist = H. contortus DAF-12 activation, primary screen. HEK293 hcDAF-12 lit1-tk-luc reporter, luminescence; 0% DMSO, 100% Δ7-dafachronic acid. activation, % at 6.8 µM. hit rate 1.4% among 370,000. AID 652067;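 active = activation above the mean of all tested compounds plus 3 SD, cut at about 5.5% in these data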;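 note: 100% = response to 3 µM Δ7-dafachronic acid high control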
An asterisk follows results filed as active; nt = no result given.

#	structure	NPR2 activator	HGIII-sPLA2 inh	DAX1 inh-1	proKLK7 act	SMARCA2 activ	ssDAF12 agonist	GAA850 FXN act	NPR1 activator	DAX1 inh-2	hgDAF12 agonist	hcDAF12 agonist
1	Nc1nc(N)c(N=O)c(Nc2cccc(Cl)c2)n1	-5	12	-0.2	0.2	-1	-1.4	nt	4	nt	0.3	-2.2
2	COC(=O)CC1C(=O)NCCN1C(=O)NC1CCCCC1 (stereo unspecified)	0	1	-0.6	0.3	0	-1.3	-0.9	-3	-0.5	-2.7	-2.1
3	Cc1ccc(OCCN2CCCC2)cc1	6	3	0.2	0.8	-2	-0.4	1.4	0	-0.1	-0.5	-0.5
4	NC1=NC(=O)CC(C(=O)NCCc2ccccc2)S1 (stereo unspecified)	3	0	-0.1	-0.3	-3	-0.5	1.2	0	0.7	2.8	0.1
5	CC(=O)Nc1ccc(NC(=O)C(C)OC(=O)CCSc2ccccc2Cl)cc1 (stereo unspecified)	4	-3	2.7	-0.1	-2	-0.9	1.1	2	-0.3	2.0	-0.2
6	O=C(CCCn1c(=S)[nH]c2ccccc2c1=O)NC1CCCCC1	-5	5	-0.7	0.4	-3	-1.4	-2.1	2	0.4	0.1	-0.7
7	Cc1cccc(CN2C(=O)c3ccccc3Sc3ccc(C(=O)NCCN4CCOCC4)cc32)c1	0	-26	-0.2	-0.2	2	-1.0	-2.7	1	0.1	-3.1	-1.9
8	O=C(CSC1=NCCS1)N1N=C(c2cccs2)CC1c1ccc(F)cc1 (stereo unspecified)	-2	-5	-2.5	0.8	-5	-1.7	-4.2	-3	0.4	-3.0	-0.9
9	CCOc1ccc(NC(=O)c2cc(-c3ccc(Cl)cc3)nc3ccccc23)cc1	9	1	-0.7	0.6	-5	-1.0	nt	-3	nt	0.0	-0.4
10	O=C(C[C@H]1C(=O)N(c2ccc(Br)cc2)C[C@@H]1Cc1ccccc1)Nc1ccccc1	4	-7	-0.6	-0.2	-4	-0.5	-1.3	0	1.0	0.0	-0.2
11	COC(=O)c1cccc(N2C(=O)C3C4C=CC(CC4)C3C2=O)c1 (stereo unspecified)	4	3	-0.6	0.0	1	-0.7	2.1	-1	2.2	-1.1	-2.7
12	COc1ccc(OC)c(NC(=O)c2cccc3c2C(=O)N(C2CCCCC2)C3)c1	1	9	0.3	-0.3	-5	-0.7	0.1	-5	0.3	0.2	-0.9
13	O=S(=O)(NCc1ccc2c(c1)OCO2)c1ccc(F)cc1	6	-4	0.7	0.1	-1	-0.6	2.7	2	7.5*	-2.6	-1.9
14	COc1ccc(C(C)(C)NC(=O)C2CCC(=O)N(C3CC3)C2)cc1OC (stereo unspecified)	0	5	1.1	0.6	2	-1.2	2.8	2	1.2	0.1	0.1
15	CC(=O)Nc1ccc(S(=O)(=O)N2CCC(C(=O)NCCC(=O)NCc3ccncc3)CC2)cc1	-1	1	0.9	0.0	0	-1.3	1.8	-2	0.6	2.0	-0.7
16	O=C(Cc1ccccc1)Nc1cc(C(=O)c2ccccc2)ccc1N1CCOCC1	0	-9	-1.4	-0.7	-2	-1.9	1.0	3	-1.6	-3.5	-1.2
17	O=C(C1CCN(S(=O)(=O)c2ccccc2)CC1)N1CCOCC1	-3	-1	0.3	-0.1	-2	-1.1	-1.1	-1	0.0	1.0	-1.5
18	CCN(CC)CCSc1nc(O)c(-c2ccccc2)c(=O)n1-c1ccccc1	1	2	1.0	0.0	-4	-1.5	-0.5	-1	-0.1	-0.1	-1.7
19	COc1cccc(-c2c(-c3ccccc3OC)ncn2Cc2cccc(-c3ccccc3)c2)c1	-16	-15	-1.5	0.0	-4	-1.2	nt	-10	nt	1.7	-1.3
20	CCc1sc(C(=O)Nc2cccnc2)cc1Br	-4	-5	0.1	0.1	4	-0.8	0.5	-9	0.4	7.0	-1.5
21	CCOC(=O)N1CCN(C(=O)CN(c2ccc(OC)c(OC)c2)S(C)(=O)=O)CC1	8	-1	-0.2	-0.3	4	-1.5	0.9	0	-0.9	0.0	-2.3
22	O=C(CCN1CCN(c2ccccc2F)CC1)Nc1ccccc1Cl	-1	7	-0.1	0.3	-1	-0.6	-0.1	4	-0.5	-2.2	0.0
23	COc1ccc(-c2csc3ncnc(N4CCN(S(=O)(=O)c5cccc(C(F)(F)F)c5)CC4)c23)cc1	-2	-7	1.1	-0.9	3	-1.3	0.2	-3	0.0	-0.3	0.1
24	O=S1(=O)[C@H]2C[C@H](CO)O[C@@]2(CO)CN1Cc1ccc(-c2ccc(F)cc2)cc1	2	4	-1.6	-0.4	-4	-1.0	-0.3	-9	-1.4	2.0	-1.0
25	CC(=O)c1ccc(NC(=S)NC(=O)/C=C/c2ccccc2)cc1	-1	2	0.1	0.5	2	-0.4	3.5	-4	3.1	6.8	1.1
26	COc1ccccc1OCCSc1nc2ccccc2n1CC(N)=O	2	3	0.5	0.2	0	-0.3	0.1	4	0.1	2.6	0.6
27	CC(C)C(=O)N1CC[C@H]2[C@H](CCCN2Cc2cc(F)cc(F)c2)C1	4	1	-0.4	0.3	0	-1.8	nt	0	nt	8.1	-1.4
28	O=C(Nc1nnc(-c2ccco2)o1)c1ccc(Cl)s1	6	-5	-0.9	0.1	-1	-0.5	-1.2	1	-0.2	1.3	0.9
29	O=C(Nc1nccs1)c1cnccn1	1	4	0.0	-0.8	-1	-1.5	1.9	1	1.6	1.3	-1.1
30	Cn1c(=O)c(-c2ccccc2)nn2c3ccccc3nc12	-6	1	-0.5	-0.6	-1	-0.3	3.4	-4	-0.8	1.5	4.6
31	CN(C)CCCN(Cc1ccccc1)C(=S)Nc1cccc(C(F)(F)F)c1	-4	2	0.1	-0.1	-1	-0.9	-0.5	-4	0.5	-1.3	-1.4
32	CC(C)c1ccc(NC(=O)C2CCCN(S(=O)(=O)c3cccnc3)C2)cc1 (stereo unspecified)	-1	-7	-1.1	-0.1	-1	-1.7	-3.5	3	-1.4	-0.5	-4.6
33	O=C(Nc1ccccc1)Nc1nnc(Cc2ccccc2F)s1	4	-8	0.5	0.0	4	-1.3	-0.5	9	0.7	-0.5	-0.2
34	COc1ccc(C(CNC(=O)Cc2ccccc2Cl)N2CCCCC2)cc1 (stereo unspecified)	-4	-5	0.3	-0.3	-3	-0.6	-0.9	-13	0.7	-0.4	-0.1
35	COc1ccc2[nH]c3c(=O)n(CCCC(=O)NC4CCC(C)CC4)c(=S)[nH]c3c2c1 (stereo unspecified)	-3	1	0.2	-0.4	-1	-0.8	0.3	0	1.4	0.8	-1.5
36	COc1ccc(NC(=O)CSc2nnc(-c3ccccc3F)n2C2CC2)cc1S(N)(=O)=O	2	-6	1.0	0.0	-1	-1.2	-0.3	1	0.0	8.1	-0.1
37	C[C@H]1CN([C@@H](C)CO)C(=O)Cc2cc(NC(=O)C3CC3)ccc2O[C@H]1CN(C)Cc1ccc(Oc2ccccc2)cc1	13	-24	-0.6	0.4	2	-0.7	-11	0	-0.3	-0.4	-1.1
38	CCN(CC(=O)Nc1cccc(S(=O)(=O)N(C)c2ccccc2)c1)Cc1cccs1	-1	-6	-2.5	0.0	-4	-1.4	-1.3	-4	0.2	-3.0	-1.1
39	COc1ccccc1N1C(=O)c2ccccc2NC1C(OC)OC (stereo unspecified)	4	-1	-0.8	3.0	1	-1.0	-0.9	-1	-1.0	-1.3	0.1
40	O=C(NCc1ccco1)C1CCCN1C(=O)Nc1ccccc1 (stereo unspecified)	2	1	0.6	-0.5	-4	-0.8	0.7	3	-1.1	1.9	-0.1
41	Cc1nc(-c2cccs2)sc1C(=O)O	-7	1	0.5	1.1	-1	-1.5	0.7	3	2.4	-0.6	-1.6
42	O=C(O)CCN1C(=O)S/C(=C\c2cccnc2)C1=O	1	0	0.3	0.1	-1	-1.3	1.7	1	1.5	2.5	1.1
43	O=C(CNc1cc(S(=O)(=O)N2CCOCC2)ccc1NCC1CCCO1)Nc1cccc(F)c1 (stereo unspecified)	1	-3	-0.6	0.1	1	0.3	3.2	2	0.2	2.7	-1.8
44	O=C(CC(=O)NN=C1CCCC1)NCCc1ccccc1	-5	-9	-0.5	0.3	-5	-0.8	0.9	3	-0.5	1.2	-0.8
45	Cc1ccc(OCC(=O)N2CCN(c3nnc(-c4ccc(C)cc4)c4ccccc34)CC2)cc1	-5	4	-0.4	-0.3	-2	-0.8	-5.4	-1	-1.4	-1.0	-0.2
46	NC(=S)c1ccc(OCCCc2ccccc2)cc1	0	1	1.2	-0.4	6	-0.7	3.6	0	3.2	12*	1.6
47	O=C(NC(=S)Nc1ccc2oc(-c3cccnc3)nc2c1)c1cccc(Cl)c1	-1	4	0.2	-0.3	0	-1.1	1.3	8	-0.2	1.2	-1.8
48	COc1ccc(NC(=O)C2CCCN(c3ncccn3)C2)cc1 (stereo unspecified)	4	-4	1.4	1.0	8.4*	-0.3	4.6	-2	4.2	5.9	2.4
49	COC(=O)c1c(NC(=O)CN2CCC3(O)CCCCC3C2c2ccc(F)cc2)sc(C)c1C (stereo unspecified)	-1	-12	-0.1	0.1	-3	-0.9	-0.1	0	-1.6	2.7	4.0
50	CC(C)(C)C(=O)Nc1ccc(N=Nc2ccccc2)cc1	-7	0	-3.4	-0.1	-7	-3.5	-11	5	-3.4	-13	-5.1
51	O=C(NO)c1ccccc1O	0	-1	0.1	-0.6	-2	-0.9	1.4	4	-0.7	-1.6	1.4
52	CCCCCCCCNS(=O)(=O)CCNCc1ccc(OC)cc1	-3	-10	-0.5	-0.1	-5	-0.4	-1.4	4	-0.1	-0.5	3.2
53	CCn1c(SCC(=O)OCc2ccccc2)nc2c1c(=O)n(C)c(=O)n2C	2	8	0.3	-0.7	-1	-0.9	-1.9	-2	-0.3	0.6	-1.5
54	CCn1ccnc1CN(C)Cc1cn[nH]c1-c1ccc(OC)c(F)c1	3	9	-0.5	-0.7	-5	-1.6	-2.8	-1	-0.4	2.4	0.9
55	CCN(CC(=O)N1CCOCC1)S(=O)(=O)c1ccc(F)cc1	5	-1	0.3	0.5	0	-0.6	0.7	-1	0.4	1.8	0.1
56	Cc1cc(N2CCC(C)CC2)nc(SCC(=O)c2ccccc2)n1	12	-29	-1.6	0.3	-2	-1.0	1.4	-1	0.1	0.7	0.1
57	O/C(=C\c1nc2ccccc2[nH]1)c1cccs1	-2	-6	1.2	0.1	2	1.0*	2.4	-10	1.4	12*	8.5*
58	CCCCN(C)CCCNC(=O)/C=C1\Sc2ccccc2NC1=O	-14	3	0.5	0.6	-4	-0.1	0.0	-12	0.8	-1.7	0.0
59	CCNc1nc(NCC)nc(N/N=C/c2ccc(Br)cc2)n1	-3	5	0.0	-0.5	-4	-2.0	0.7	-1	-0.6	-2.6	-1.1
